Source: PubChem BioAssay (Broad Institute)
TcdB inh: TcdB glycohydrolase inhibitors, primary screen, biochemical, single point, plate reader; Toxin B (Clostridioides difficile), P18177; TcdB glycohydrolase enzymatic assay; inhibition, % at 9.99 µM; 0.24% of 350,000 active; AID 652162, 2013; in the data active = inhibition above about 10%
Target sequence (P18177 whole entry, looked up): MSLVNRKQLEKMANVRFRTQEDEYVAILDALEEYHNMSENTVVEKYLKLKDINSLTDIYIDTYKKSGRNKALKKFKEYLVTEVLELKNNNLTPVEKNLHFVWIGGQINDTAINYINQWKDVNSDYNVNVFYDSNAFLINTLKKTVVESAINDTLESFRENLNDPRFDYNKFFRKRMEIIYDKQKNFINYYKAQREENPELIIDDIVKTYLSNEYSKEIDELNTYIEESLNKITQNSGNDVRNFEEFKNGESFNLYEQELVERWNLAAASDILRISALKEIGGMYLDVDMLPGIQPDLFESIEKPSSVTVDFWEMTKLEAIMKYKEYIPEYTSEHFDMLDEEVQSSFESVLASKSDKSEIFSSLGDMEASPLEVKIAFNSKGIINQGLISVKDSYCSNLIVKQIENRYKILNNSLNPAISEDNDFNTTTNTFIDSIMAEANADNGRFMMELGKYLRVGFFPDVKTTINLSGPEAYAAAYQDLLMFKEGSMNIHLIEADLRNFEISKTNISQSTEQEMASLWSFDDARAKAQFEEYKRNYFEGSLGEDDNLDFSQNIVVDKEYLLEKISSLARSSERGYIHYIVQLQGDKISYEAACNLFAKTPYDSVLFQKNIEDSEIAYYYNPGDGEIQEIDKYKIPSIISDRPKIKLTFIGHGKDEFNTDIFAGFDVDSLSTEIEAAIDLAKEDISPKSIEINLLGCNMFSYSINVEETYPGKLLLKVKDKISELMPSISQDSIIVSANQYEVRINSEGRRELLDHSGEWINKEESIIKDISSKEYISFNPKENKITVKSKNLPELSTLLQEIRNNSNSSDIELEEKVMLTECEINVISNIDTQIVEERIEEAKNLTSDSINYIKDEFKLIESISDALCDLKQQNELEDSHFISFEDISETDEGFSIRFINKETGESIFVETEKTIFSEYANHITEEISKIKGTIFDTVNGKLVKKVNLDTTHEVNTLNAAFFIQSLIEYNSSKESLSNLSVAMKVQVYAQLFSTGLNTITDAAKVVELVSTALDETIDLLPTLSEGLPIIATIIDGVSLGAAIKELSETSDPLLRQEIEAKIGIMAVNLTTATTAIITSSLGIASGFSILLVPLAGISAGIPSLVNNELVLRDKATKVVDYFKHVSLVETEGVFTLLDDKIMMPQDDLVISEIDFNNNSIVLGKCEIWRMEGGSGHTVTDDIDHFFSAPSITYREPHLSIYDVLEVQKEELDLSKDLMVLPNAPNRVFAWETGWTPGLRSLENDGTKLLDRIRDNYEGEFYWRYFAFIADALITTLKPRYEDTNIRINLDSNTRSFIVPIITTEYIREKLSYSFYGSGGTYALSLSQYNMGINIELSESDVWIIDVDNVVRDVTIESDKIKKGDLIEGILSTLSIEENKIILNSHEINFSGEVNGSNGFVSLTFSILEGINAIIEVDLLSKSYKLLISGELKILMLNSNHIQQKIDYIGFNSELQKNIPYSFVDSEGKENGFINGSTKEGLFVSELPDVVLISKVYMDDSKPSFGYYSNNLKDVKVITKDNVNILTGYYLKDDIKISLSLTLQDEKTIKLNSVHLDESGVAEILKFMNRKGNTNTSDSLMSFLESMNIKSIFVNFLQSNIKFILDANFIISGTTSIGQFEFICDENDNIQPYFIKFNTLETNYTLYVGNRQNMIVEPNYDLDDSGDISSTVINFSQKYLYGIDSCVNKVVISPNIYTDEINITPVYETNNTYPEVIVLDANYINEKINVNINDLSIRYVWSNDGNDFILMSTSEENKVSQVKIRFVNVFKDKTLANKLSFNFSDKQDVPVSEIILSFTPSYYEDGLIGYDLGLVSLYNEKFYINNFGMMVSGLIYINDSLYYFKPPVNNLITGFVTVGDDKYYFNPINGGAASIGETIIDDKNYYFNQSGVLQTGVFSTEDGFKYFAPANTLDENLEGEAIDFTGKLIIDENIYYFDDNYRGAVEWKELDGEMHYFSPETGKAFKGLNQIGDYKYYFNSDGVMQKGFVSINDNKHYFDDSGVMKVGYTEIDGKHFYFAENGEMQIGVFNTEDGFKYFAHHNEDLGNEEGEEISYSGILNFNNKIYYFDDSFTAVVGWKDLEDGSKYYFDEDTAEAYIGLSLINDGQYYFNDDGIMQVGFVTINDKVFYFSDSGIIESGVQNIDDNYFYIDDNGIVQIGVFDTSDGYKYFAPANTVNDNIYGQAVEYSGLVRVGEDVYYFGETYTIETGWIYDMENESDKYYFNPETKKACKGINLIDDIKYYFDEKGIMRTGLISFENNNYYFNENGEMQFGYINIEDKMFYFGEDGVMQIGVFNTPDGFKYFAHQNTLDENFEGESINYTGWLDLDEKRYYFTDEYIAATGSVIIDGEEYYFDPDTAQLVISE
Starred values were filed as active, the others as inactive. The list is partial; count on the stated rates, not on these rows.

Start of the data: the first twelve entries (preview)
SMILES	TcdB inh
COc1ccc(S(=O)(=O)N(C)C[C@H]2Oc3c(NC(=O)Nc4cccc5ccccc45)cccc3C(=O)N([C@H](C)CO)C[C@H]2C)cc1	-0.4
Cc1noc(C)c1NC(=O)Nc1ccc2c(c1)C(=O)N([C@@H](C)CO)C[C@@H](C)[C@H](CN(C)C(=O)Nc1c(C)noc1C)O2	1.3
O=C(C[C@@H]1CC[C@@H]2[C@H](COC[C@@H](O)CN2C(=O)Nc2ccc3c(c2)OCO3)O1)N1CCN(c2ccccc2)CC1	-3.0
C[C@@H]1CN([C@@H](C)CO)C(=O)CCCn2cc(nn2)CO[C@@H]1CN(C)C(=O)Oc1cccc2ccccc12	-0.6
C[C@H]1CN([C@@H](C)CO)C(=O)c2cccc(NS(=O)(=O)c3ccc(Cl)cc3)c2O[C@H]1CN(C)Cc1ccc(C(=O)Nc2ccccc2N)cc1	-0.1
CN1C[C@H]2[C@@H](c3ccccc31)[C@H](CO)N2C(=O)C1CCCCC1	0.2
C[C@@H]1CN([C@H](C)CO)C(=O)c2cc(NC(=O)NC3CCCCC3)ccc2O[C@@H]1CN(C)Cc1ccc2c(c1)OCO2	1.3
COCCNC(=O)c1cc2c(c(-c3cccc(C4=CCCCC4)c3)n1)[C@@H](CCO)N([S@](=O)C(C)(C)C)C2	-13.0
C[C@@H]1CN([C@H](C)CO)C(=O)c2cc(NC(=O)Cc3cn(C)c4ccccc34)ccc2O[C@H]1CN(C)Cc1ccc(C(=O)Nc2ccccc2N)cc1	0.4
Cc1noc(C)c1S(=O)(=O)Nc1ccc2c(c1)C(=O)N([C@H](C)CO)C[C@@H](C)[C@@H](CN(C)Cc1ccc(-c3ccccc3)cc1)O2	-0.8
CCCNC(=O)C[C@@H]1CC[C@@H]2[C@H](COc3ccc(NC(=O)c4ccccc4)cc3C(=O)N2C)O1	-1.5
C[C@H](NC(=O)C[C@@H]1C=C[C@@H](NC(=O)c2cccnc2)[C@@H](CO)O1)c1ccccc1	-5.8

All compounds of this part, repeating the preview:
SMILES	TcdB inh
COc1ccc(S(=O)(=O)N(C)C[C@H]2Oc3c(NC(=O)Nc4cccc5ccccc45)cccc3C(=O)N([C@H](C)CO)C[C@H]2C)cc1	-0.4
Cc1noc(C)c1NC(=O)Nc1ccc2c(c1)C(=O)N([C@@H](C)CO)C[C@@H](C)[C@H](CN(C)C(=O)Nc1c(C)noc1C)O2	1.3
O=C(C[C@@H]1CC[C@@H]2[C@H](COC[C@@H](O)CN2C(=O)Nc2ccc3c(c2)OCO3)O1)N1CCN(c2ccccc2)CC1	-3.0
C[C@@H]1CN([C@@H](C)CO)C(=O)CCCn2cc(nn2)CO[C@@H]1CN(C)C(=O)Oc1cccc2ccccc12	-0.6
C[C@H]1CN([C@@H](C)CO)C(=O)c2cccc(NS(=O)(=O)c3ccc(Cl)cc3)c2O[C@H]1CN(C)Cc1ccc(C(=O)Nc2ccccc2N)cc1	-0.1
CN1C[C@H]2[C@@H](c3ccccc31)[C@H](CO)N2C(=O)C1CCCCC1	0.2
C[C@@H]1CN([C@H](C)CO)C(=O)c2cc(NC(=O)NC3CCCCC3)ccc2O[C@@H]1CN(C)Cc1ccc2c(c1)OCO2	1.3
COCCNC(=O)c1cc2c(c(-c3cccc(C4=CCCCC4)c3)n1)[C@@H](CCO)N([S@](=O)C(C)(C)C)C2	-13.0
C[C@@H]1CN([C@H](C)CO)C(=O)c2cc(NC(=O)Cc3cn(C)c4ccccc34)ccc2O[C@H]1CN(C)Cc1ccc(C(=O)Nc2ccccc2N)cc1	0.4
Cc1noc(C)c1S(=O)(=O)Nc1ccc2c(c1)C(=O)N([C@H](C)CO)C[C@@H](C)[C@@H](CN(C)Cc1ccc(-c3ccccc3)cc1)O2	-0.8
CCCNC(=O)C[C@@H]1CC[C@@H]2[C@H](COc3ccc(NC(=O)c4ccccc4)cc3C(=O)N2C)O1	-1.5
C[C@H](NC(=O)C[C@@H]1C=C[C@@H](NC(=O)c2cccnc2)[C@@H](CO)O1)c1ccccc1	-5.8
COc1ccc(NC(=O)Nc2cccc3c2O[C@H](CN(C)S(=O)(=O)c2cccs2)[C@@H](C)CN([C@@H](C)CO)C3=O)cc1	-4.5
CC(C)(C)[C@H]1C=C(C(=O)N2CCCCCCC2)O[C@@H](OCc2ccc(CO)cc2)C1	-0.2
CC(=O)N(C)C[C@@H]1Oc2cc(-c3ccc(C)cc3)ccc2S(=O)(=O)N([C@@H](C)CO)C[C@H]1C	-5.9
C[C@@H]1CCCCO[C@@H](CN(C)S(=O)(=O)c2cccs2)[C@@H](C)CN([C@H](C)CO)C(=O)c2cc(NC(=O)CCCCCC(=O)Nc3ccccc3N)ccc2O1	0.0
O=C(C[C@H]1C=C[C@H](NC(=O)c2ccncc2)[C@H](CO)O1)NCC1CCCCC1	1.9
O=C1O[C@@H](c2ccccc2)[C@@H](c2ccccc2)N2[C@@H](c3ccc(OCCO)cc3)[C@]3(C(=O)Nc4ccccc43)[C@@H](C(=O)N3CCN(c4ncccn4)CC3)[C@H]12	0.7
Cc1noc(C)c1NC(=O)N[C@H]1CC[C@@H](CCNC(=O)C2CCCC2)O[C@H]1CO	-1.0
O=C(C[C@H]1CC[C@@H]2[C@H](COC[C@@H](O)CN2C(=O)c2ccccc2)O1)Nc1ccccc1	-0.8
CO[C@@H]1CN(C)C(=O)c2cc(NC(C)=O)ccc2OC[C@@H](C)N(C(=O)Cc2ccccn2)C[C@@H]1C	-0.1
COC(=O)C[C@H]1CC[C@@H]2[C@@H](COc3ccc(NC(=O)Nc4cc(C)cc(C)c4)cc3C(=O)N2C)O1	-1.1
CCC(=O)Nc1ccc2c(c1)C(=O)N(C)[C@H]1CC[C@@H](CC(=O)Nc3cccc(OC)c3)O[C@@H]1CO2	-1.3
COc1ccccc1S(=O)(=O)N[C@@H]1CC[C@@H](CCn2cc(C3CCCC3)nn2)O[C@H]1CO	-0.7
CN1c2ccc(-c3cccc(C#N)c3)cc2[C@@H]2[C@@H](CCN2S(=O)(=O)c2ccccc2F)[C@@H]1CO	-7.0
C[C@H]1CN([C@@H](C)CO)C(=O)Cc2cc(NS(C)(=O)=O)ccc2O[C@@H]1CN(C)S(=O)(=O)c1ccc(F)cc1	-1.1
C[C@H]1CN([C@@H](C)CO)C(=O)c2cc(C#CCN(C)C)cnc2O[C@H]1CN(C)Cc1ccncc1	0.1
CN(C)CC(=O)Nc1ccc2c(c1)[C@H]1C[C@@H](CC(=O)NCCN3CCCCC3)O[C@H](CO)[C@H]1O2	-0.7
COc1ccc(NC(=O)Nc2ccc3c(c2)C(=O)N([C@H](C)CO)C[C@H](C)[C@@H](CN(C)Cc2ccc(C(=O)O)cc2)OCCCC[C@H](C)O3)cc1	0.6
CC(=O)N1[C@H](CO)[C@@H](c2ccccc2)C12CN(S(=O)(=O)c1ccccc1)C2	0.5
C[C@H](C(=O)N(C)C[C@H]1OCc2ccccc2-c2ccccc2C(=O)N([C@H](C)CO)C[C@H]1C)c1ccccc1	-0.4
C[C@@H]1CN([C@H](C)CO)C(=O)c2cccc(NS(=O)(=O)c3cn(C)cn3)c2O[C@@H]1CN(C)C(=O)Nc1ccc(F)cc1	-0.7
CN(C)C(=O)c1cccc(-c2ccc([C@H]3[C@H](CO)N4C(=O)CN(C(=O)C5CCCCC5)C[C@@H]34)cc2)c1	0.5
O=C(c1cccc(F)c1)N1C[C@H]2[C@@H](c3ccccc31)[C@@H](CO)N2C(=O)c1ccc(F)cc1	0.3
CCN(C[C@H]1N[C@@H](CO)[C@H]1c1ccc(C2=CCCC2)cc1)C(=O)c1ccccc1	-1.0
COC(=O)C[C@H]1CC[C@@H]2[C@H](COC[C@@H](O)CN2CCC(F)(F)F)O1	-1.1
C[C@H]1CN([C@@H](C)CO)C(=O)c2cccc(N(C)C)c2O[C@@H]1CN(C)S(=O)(=O)c1cn(C)cn1	-0.2
CC(C)NC(=O)Nc1ccc2c(c1)C(=O)N([C@H](C)CO)C[C@@H](C)[C@H](CN(C)C)O2	1.0
COc1ccc(S(=O)(=O)N[C@@H]2CC[C@@H](CCNC(=O)Cc3ccccn3)O[C@H]2CO)cc1	1.1
C[C@@H]1CCCCO[C@H](CN(C)CC2CC2)[C@H](C)CN([C@@H](C)CO)C(=O)c2cc(NS(=O)(=O)c3ccccc3)ccc2O1	-0.1
COc1ccc2c3c(n(C)c2c1)[C@@H](CO)N(C)CC31CN(S(=O)(=O)c2cn(C)cn2)C1	-2.1
C[C@H]1CN([C@@H](C)CO)C(=O)c2cc(NC(=O)CCN3CCOCC3)ccc2O[C@@H]1CN(C)S(=O)(=O)c1ccccc1	0.3
CCCC#Cc1cnc2c(c1)C(=O)N([C@@H](C)CO)C[C@@H](C)[C@@H](CN(C)C(=O)CCN1CCCCC1)O2	-2.2
Cc1ccc(-c2ccc([C@H]3[C@H]4CN(C(=O)c5ccc(F)cc5)CCCCN4[C@H]3CO)cc2)cc1	-0.9
COc1ccc(S(=O)(=O)N(C)C[C@@H]2Oc3cc(C#CC4CC4)ccc3S(=O)(=O)N([C@H](C)CO)C[C@H]2C)cc1	0.1
C[C@@H]1CN([C@@H](C)CO)C(=O)c2c(c3ccccc3n2C)-c2ccccc2CO[C@@H]1CN(C)C(=O)[C@@H]1CCCN1C	0.5
COc1ccc(-c2ccc([C@H]3[C@@H](CO)N4CCCCN(C(=O)c5ccc(F)cc5)C[C@@H]34)cc2)cc1	-0.1
CN1c2ccc(-c3ccc(C#N)cc3)cc2[C@@H]2[C@@H](CCN2C(=O)CC2CC2)[C@H]1CO	0.5
C[C@@H]1CCCCO[C@H](CN(C)S(=O)(=O)c2ccc(Cl)cc2)[C@H](C)CN([C@@H](C)CO)C(=O)c2cc(NS(=O)(=O)c3ccccc3)ccc2O1	-0.7
C[C@@H]1CN([C@H](C)CO)C(=O)c2cccc(NS(=O)(=O)c3ccccc3)c2O[C@H]1CN(C)C(=O)Nc1ccccc1	-5.8
CO[C@H]1CN(C)C(=O)c2cc(NC(=O)Nc3ccccc3F)ccc2OC[C@H](C)N(C(C)=O)C[C@H]1C	-0.4
Cc1cccc(S(=O)(=O)N(C)C[C@H]2OCc3ccccc3-c3ccccc3C(=O)N([C@@H](C)CO)C[C@@H]2C)c1	-0.5
C[C@@H]1CN([C@H](C)CO)C(=O)c2cccc(NS(=O)(=O)c3ccccc3)c2O[C@@H]1CN(C)Cc1ccc(C(F)(F)F)cc1	1.1
Cc1ccccc1-c1ccccc1[C@@H]1[C@H](C#N)N(C(=O)c2cccc(F)c2)[C@H]1CO	0.2
C[C@@H]1CN([C@@H](C)CO)S(=O)(=O)c2ccc(C3=CCCC3)cc2O[C@@H]1CN(C)C(=O)C1CCOCC1	-1.3
COCCNC(=O)C[C@@H]1C[C@H]2c3cc(NC(=O)Cc4ccncc4)ccc3O[C@H]2[C@@H](CO)O1	-0.4
Cc1noc(C)c1NC(=O)N(C)C[C@@H]1Oc2c(NS(=O)(=O)c3ccc(F)cc3)cccc2C(=O)N([C@@H](C)CO)C[C@@H]1C	-0.9
CCCC#Cc1ccc([C@@H]2[C@H]3CN(Cc4cccnc4)CCCCN3[C@H]2CO)cc1	0.0
Cc1ccc(S(=O)(=O)N(C)C[C@H]2OCCCC[C@H](C)Oc3ccc(NC(=O)Nc4c(C)noc4C)cc3C(=O)N([C@@H](C)CO)C[C@@H]2C)cc1	-0.1
C[C@@H]1CN([C@@H](C)CO)C(=O)Cc2cc(NS(=O)(=O)c3ccc(Cl)cc3)ccc2O[C@@H]1CN(C)C(=O)Nc1cccc2ccccc12	0.0

Next part:
SMILES	TcdB inh
CN(C)C(=O)[C@H]1[C@H](CO)[C@H]2Cn3c(ccc(C4=CCCC4)c3=O)[C@@H]1N2CC1CC1	0.8
C[C@@H]1CN([C@@H](C)CO)C(=O)Cc2cc(NC(=O)Nc3cccc4ccccc34)ccc2O[C@H]1CN(C)C(=O)Nc1ccccc1	-0.8
O=C(Nc1ccccc1)N1C[C@@H]2[C@H](c3ccccc31)[C@@H](CO)N2C(=O)c1cccnc1	-0.7
CO[C@H]1CN(C)C(=O)c2ccc(NC(C)=O)cc2OC[C@@H](C)N(C(=O)Cc2cccnc2)C[C@H]1C	-0.4
Cc1ccc(S(=O)(=O)Nc2ccc3c(c2)C(=O)N([C@@H](C)CO)C[C@@H](C)[C@H](CN(C)Cc2ccc4c(c2)OCO4)OCCCC[C@H](C)O3)cc1	1.2
C[C@H](CO)N1C[C@H](C)[C@H](CN(C)C(=O)c2ccncc2)Oc2cc(-c3cccc(C#N)c3)ccc2S1(=O)=O	0.1
O=C(Cc1ccccn1)NCC[C@H]1CC[C@H](NC(=O)Nc2ccccc2)[C@@H](CO)O1	-0.8
CO[C@H]1CN(C)C(=O)c2ccc(NC(C)=O)cc2OC[C@H](C)N(C(=O)C2CCCCC2)C[C@@H]1C	1.6
Cc1noc(C)c1NC(=O)Nc1ccc2c(c1)C(=O)N([C@H](C)CO)C[C@@H](C)[C@@H](CN(C)Cc1ccccc1)OCCCC[C@@H](C)O2	-1.2
O=C(CN1CCOCC1)N1CCCCN2[C@H](CO)[C@H](c3ccc(-c4ccccc4)cc3)[C@H]2C1	-0.5
COc1ccc(S(=O)(=O)N2CC[C@@H]3[C@@H](CO)Nc4ccc(C#Cc5ccccc5OC)cc4[C@@H]32)cc1	-0.1
COc1cccc(-c2cnc3c(c2)C(=O)N([C@@H](C)CO)C[C@@H](C)[C@H](CN(C)Cc2ccccc2)O3)c1	0.9
O=C(Cc1ccncc1)N[C@H]1CC[C@@H](CCn2cc(-c3ccccc3F)nn2)O[C@H]1CO	-1.2
CNC[C@H]1OCCCC[C@H](C)Oc2ccc(NC(=O)Nc3ccc(OC)cc3)cc2C(=O)N([C@@H](C)CO)C[C@@H]1C	-0.2
C[C@@H]1CCCCO[C@H](CN(C)C(=O)Nc2cccc3ccccc23)[C@@H](C)CN([C@H](C)CO)C(=O)c2cc(NS(=O)(=O)c3cccs3)ccc2O1	-16.6
Cc1cccc(S(=O)(=O)N2C[C@H](O)COC[C@@H]3O[C@H](CC(=O)NCCCN4CCOCC4)CC[C@H]32)c1	2.0
C[C@@H]1CCCCO[C@H](CN(C)S(=O)(=O)c2ccc(F)cc2)[C@H](C)CN([C@H](C)CO)C(=O)c2cc(NC(=O)Nc3cccc4ccccc34)ccc2O1	-0.5
O=S(=O)(N[C@@H]1CCCN(Cc2cccc(OCCO)c2)C1)c1cc(Cl)ccc1Cl	0.5
C[C@@H]1CN([C@@H](C)CO)C(=O)c2cc(NS(=O)(=O)c3ccc(Cl)cc3)ccc2O[C@H]1CN(C)S(=O)(=O)c1ccc(Cl)cc1	0.4
